# N370S GC mod – qHTS Assay for Inhibitors and Activators of N370S glucocerebrosidase as a Potential Chaperone Treatment of Gaucher Disease | Lysosomal acid glucosylceramidase (Homo sapiens), P04062 | N370S GC spleen homogenate, 4MU-glucoside fluorescence | Potency, µM (doses to about 59.4 µM), without a hit: top-dose activity change, negative = inhibition, actives largely listed as inhibitors | hit rate 0.092% among 330,000;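 also: 0% = full enzyme activity and -100% = no enzyme basal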
# FEN1 inhibitor – qHTS Assay for the Inhibitors of Human Flap endonuclease 1 (FEN1); P39748; Recombinant FEN1 flap cleavage, fluorescence, 15 min; Potency, µM (highest dose often 114 µM), without a hit: at the top dose activity change, negative = inhibition, usual class: inhibitors; hit rate 0.35% among 390,000; AID 588795, 2011; also: nearly all actives have a fitted effect of over 65% in size
# Target sequence (P39748 whole entry, looked up): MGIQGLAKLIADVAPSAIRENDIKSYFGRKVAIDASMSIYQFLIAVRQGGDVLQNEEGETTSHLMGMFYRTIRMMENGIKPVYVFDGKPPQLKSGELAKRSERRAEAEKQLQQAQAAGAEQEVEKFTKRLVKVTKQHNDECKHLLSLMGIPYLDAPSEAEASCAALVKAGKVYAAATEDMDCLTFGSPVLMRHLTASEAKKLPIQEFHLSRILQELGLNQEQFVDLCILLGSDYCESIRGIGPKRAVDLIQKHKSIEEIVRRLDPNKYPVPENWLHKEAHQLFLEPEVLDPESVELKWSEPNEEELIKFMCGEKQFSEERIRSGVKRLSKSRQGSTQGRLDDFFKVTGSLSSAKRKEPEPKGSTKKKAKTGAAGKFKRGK
#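 Nuclease activity of 10 nM FEN1 was measured after 15 min of room-temperature exposure to titrated compounds, by adding 50 nM flap substrate and reading plates at 0 and 15 min.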
# KAT2A inh – qHTS Assay for Inhibitors of GCN5L2. Histone acetyltransferase KAT2A (Homo sapiens), Q92830. GCN5L2 HAT assay, ThioGlo1 CoA-SH fluorescence. Potency, µM (doses to about 58.9 µM), without a hit: at the top dose activity change, negative = inhibition, usual class: inhibitors. hit rate 0.21% among 390,000
#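 Fluorescence readout, Ex340nm/Em540nm: ThioGlo1 (50uM final) reacts with free CoA thiol released as 20nM GCN5L2 acetylates H3(1-25) peptide (75uM) using acetyl-CoA (70uM). Compound and enzyme sat 15 min beforehand; 20 min room-temperature reaction.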
# * hit, by the source's call; ? = inconclusive; · = no result given; & = joins results of further samples; [ ] = another dose, or the depositor's remark. Calls follow the shape of the dose curve; as a rule, active = well fitted curve in the direction sought with a large enough effect; inconclusive = small, poorly fitted or top-dose-only effect, or another doubt; inactive = no such curve, though single readings can be large; an effect the other way counts as inactive or inconclusive. Unless noted, % is scaled to controls: 0 for no effect and ±100 for the full control effect; potency is read from the fitted curve at half-maximal effect. These rows are one share of the data; count on the stated rates, not on these rows.
SMILES,N370S GC mod,FEN1 inhibitor,KAT2A inh
COc1ccccc1Cn1c(=S)[nH]c2ccc(F)cc2c1=O,-1%,2%,-4%
Cc1cc(C(F)(F)F)n2nc(-c3ccc(Br)cc3)cc2n1,·,3%,-6%
Cc1nc2ccccc2nc1OCC(=O)NCc1ccc2c(c1)OCO2,7%,-3%,-5%
CCn1c(SCC(=O)Nc2ccc3c(c2)OCO3)nnc1C1CC1,-1%,-5%,-3%
CCn1c(=O)cc(OCC(=O)N2CCN(C(=O)c3ccco3)CC2)c2ccccc21,5%,-10%,-9%
CN(C)CCCNC(=O)/C(=C/c1ccc(-c2ccc([N+](=O)[O-])cc2)o1)NC(=O)c1ccccc1,-10%,?,-17%
COc1ccc(-c2nc3scc(CCNS(=O)(=O)c4cccs4)n3n2)cc1,·,-4%,-12%
COc1ccc(/C(N)=N/OC(=O)c2cccs2)cc1OC,-3%,-8%,4%
O=S(=O)(/N=C(/Nc1ccc(F)c(F)c1F)c1ccccc1)c1ccccc1,2%,-2%,-1%
C=CCn1c(CCC(=O)O)ccc1-c1ccccc1,-8%,3%,-11%
O=C(CN1C(=O)c2cccc3cccc1c23)NCc1ccncc1,-4%,-7%,0%
CC(=O)Nc1cccc(NC(=O)CSc2ccc(-c3ccccn3)nn2)c1,0%,-2%,-12%
O=C(CSc1nnc2ccccn12)Nc1ccccc1C(=O)NC1CC1,-27%,-8%,?
O=C(NNc1c(Cl)cccc1Cl)C1CCC1,-4%,3%,1%
O=C(NNC(=S)Nc1cccc(Cl)c1)c1ccccc1OC(F)F,-26%,17%,1%

# Compound profiles (already shown). Screens in order: N370S GC mod	FEN1 inhibitor	KAT2A inh
# `CC(=O)Nc1cccc(NC(=O)CSc2ccc(-c3ccccn3)nn2)c1` as listed: 0%	-2%	-12%
# `C=CCn1c(CCC(=O)O)ccc1-c1ccccc1` as listed: -8%	3%	-11%
# `O=C(CSc1nnc2ccccn12)Nc1ccccc1C(=O)NC1CC1` as listed: -27%	-8%	?
# `Cc1nc2ccccc2nc1OCC(=O)NCc1ccc2c(c1)OCO2` as listed: 7%	-3%	-5%
# `O=C(CN1C(=O)c2cccc3cccc1c23)NCc1ccncc1` as listed: -4%	-7%	0%

# (list continues)
SMILES,N370S GC mod,FEN1 inhibitor,KAT2A inh
Cn1cc(CN2CCCC(CO)(Cc3ccccc3)C2)cn1 (stereo not drawn),-12%,4%,-6%
Cc1cccc(CNC(=O)C2CCCN(S(=O)(=O)c3cn(C)cn3)C2)c1 (stereo not drawn),·,0%,-12%
COc1ccc(C(=O)N[C@H](C(=O)N2CCN(c3ccccc3F)CC2)C(C)C)cc1,-13%,-16%,-8%
C[C@H](CO)N1C[C@H](C)[C@@H](CN(C)C(=O)Nc2ccccc2)Oc2ccc(NC(=O)Nc3ccc4c(c3)OCO4)cc2C1=O,·,-10%,-14%
CC(C)c1ccc2oc(-c3cc(N)ccc3O)nc2c1,-4%,-2%,-17%
CC(=O)N/N=c1\sc2ccccc2n1C,1%,-8%,-14%
COc1ccc2[nH]c3c(NCCCOC(C)C)ncnc3c2c1,1%,?,-10%
Cc1cc(-n2c(C)cc(C(=O)COc3ccccc3[N+](=O)[O-])c2C)no1,-6%,13%,-11%
CCCC[C@@H]1CNC(=S)N1CCCC,-5%,2%,-2%
O=C(C[C@@H]1C/C=C\CCC(=O)OC[C@@H]2CCCN2C1=O)N[C@H](CO)Cc1ccccc1,·,-2%,-2%
CC1Oc2ccccc2OC1C(=O)Nc1nccs1 (stereo not drawn),0%,-6%,-14%
CC(=O)OC[C@H]1O[C@@H](Oc2cc(O)cc3oc(-c4ccc(O)cc4)cc(=O)c23)[C@H](O[C@@H]2O[C@@H](C)[C@H](O)[C@@H](O)[C@H]2O)[C@@H](O)[C@@H]1O,·,0%,-14%
CN(C)S(=O)(=O)c1ccc2nc(NC(=O)c3cccnc3)sc2c1,-9%,-5%,·
CCOC(=O)C1CCCN1C(=O)c1ccc(OC)c(Br)c1 (stereo not drawn),4%,-1%,-2%
O=C(COc1ccc(S(=O)(=O)N2CCOCC2)cc1)Nc1cccc([N+](=O)[O-])c1,-8%,-9%,-5%
CON(C)S(=O)(=O)NC(=O)C1=C(N2CCCC2)COC1=O,·,-5%,-6%
CCc1ccc(-c2nc(CS(=O)CC(=O)NCCCN3CCOCC3)c(C)o2)cc1 (stereo not drawn),3%,-2%,-10%
Cc1ccc(-c2nnc(SCC(=O)NC(=O)Nc3ccc(C)cc3C)n2N)cc1,?,-2%,39%[activator]
CCOc1ccc(S(=O)(=O)Nc2cccc(C(=O)NCC(C)(C)N3CCOCC3)c2)cc1,-2%,-5%,3%
COc1cc(C2CC(=O)Oc3cc(C)c(Cl)cc32)cc(OC)c1OC (stereo not drawn),-28%[89.1 µM],·,-7%[88.6 µM]
CCN(CC)C(=O)[C@H]1C[C@H](CC(=O)NCCN2CCOCC2)C(=O)N2CCc3c([nH]c4ccc(Cl)cc34)[C@]12C,·,-2%,-5%
Cc1nn(CC(=O)Nc2ccc(C(C)C)cc2)c(C)c1[N+](=O)[O-],7%,5%,2%
Cc1cc(C(=O)N/N=C/c2ccc(OCc3ccccc3)cc2)c(C)o1,-2%,16%,-8%
O=C1/C(=C\c2ccccc2)CCc2c1[nH]c1ccccc21,17%,-14%,-4%
COc1cccc(NC(=O)COC(=O)c2ccc3c(c2)OCO3)c1,-10%,4%,-3%
CC(=O)Nc1ccc(NC(=O)c2csnn2)cc1,·,17%,-7%
Fc1ccc(-n2c(-c3ccc4ccccc4n3)n[nH]c2=S)cc1Cl,17%,-8%,-3%
Cc1ccc(C(=O)NC(=S)Nc2cccc3c(C)cc(C)nc23)cc1,16%,-21%,-8%
CC(C)Oc1ccc(C(=O)NC2=NCCS2)cc1,6%,1%,-13%
CCOc1cc(N2CCOCC2)c(OCC)cc1NC(=O)COC(=O)c1ccc(Cl)cc1N,·,-11%,2%
COc1ccccc1N(CC(=O)NCCSCc1cccc(Cl)c1)S(C)(=O)=O,11%,-2%&-1%,11%&1%
COc1ccc(C(=O)NN(C)c2nc(-c3ccccc3)nnc2C(F)(F)F)cc1,4%,8%,29%
Cc1nn(C)c(C(=O)Nc2ccc3c(c2)OCO3)c1[N+](=O)[O-],0%,2%,-8%
COc1ccc(-n2ncc(C(=O)N3CCc4ccccc4C3)c2C2CCN(C(=O)OC(C)(C)C)CC2)cc1,·,-7%,-1%
C=CCSc1ncc(CO)n1Cc1ccccc1,0%,-1%,0%
CCn1nnc(NC(=O)COc2cc(C)ccc2C(C)C)n1,13%,2%,-18%
C/C(=N/OC(=O)c1c(-c2c(F)cccc2Cl)noc1C)c1cnccn1,?,-21%,-15%
CN(c1ccccc1C(=O)N1CCN(Cc2ccc3c(c2)OCO3)CC1)S(C)(=O)=O,1%,7%,-6%
Cc1ncc(CN2CCC(CO)(Cc3ccccc3)CC2)s1,2%,-5%,-15%
O=C(/C=C(\O)c1ccc(Cl)cc1)C(=O)NNC(=O)C(O)(c1ccccc1)c1ccccc1,5%,-18%,-1%
COc1ccc(/C=C(\C#N)C(=O)NCC2CCCO2)cc1OC (stereo not drawn),3%,-8%,-28%
CCOc1ccc(NC(=O)c2ccc3c(=O)n(-c4ccc(OC)cc4OC)c(=S)[nH]c3c2)cc1,-3%,·,-2%
O=C(CN1CCOCC1)Nc1ncc(Cc2cccc3ccccc23)s1,-4%,-3%,2%
CCOC(=O)c1c(-c2ccccc2)nc2ccc(C)cn12,6%,2%,-26%
O=C(CNC(=O)c1ccc(S(=O)(=O)N2CCCC2)cc1)N/N=C/c1ccc(F)cc1,6%,-6%,-12%
O=C(O)c1ccc(C(=O)Nc2ccc(F)cc2)cc1,-16%,-8%,-3%
O=C1CCC(C(=O)N2CCc3c(Cl)cccc3C2)CN1CCCN1CCOCC1 (stereo not drawn),-2%,2%,-2%
O=C(CCCCn1c(=O)c2ccccc2n(Cc2cccc(Cl)c2)c1=O)NCc1ccc2c(c1)OCO2,·,-4%,5%
O=C(O)c1cc(-c2ccccc2)on1,-9%,-5%,-5%
CCc1nnc(NC(=O)C(CC)CC)s1,6%,-2%,2%
N#CCCn1c(=O)cnc2cnc(Oc3ccccc3)nc21,3%,·,-8%
Cc1ccc(-c2onc(C)c2C)cc1S(=O)(=O)NC1CCC(C)CC1 (stereo not drawn),·,-15%,-10%
CCN1CCN(CCCNC(=O)C(=O)c2c(C)[nH]c3ccccc23)CC1,4%,2%,-8%
COc1ccc(-n2c(=O)c(C)nc3cncnc32)cc1,7%,·,-1%
O=C(Nc1ccc(O)cc1)/C(=C\C=C\c1ccccc1)NC(=O)c1ccccc1,-11%,-21%,-2%
O=C(C1CCN(Cc2ccc(F)cc2)CC1)N(CCc1ccccc1)Cc1ccccc1,-20%,-12%,-2%
O=C(CC1C(=O)NCCN1CC1CCCCC1)NCc1ccc(F)cc1 (stereo not drawn),-1%,-4%,-5%
COC(=O)c1ccc(NC(=O)CCN2C(=O)C3C4CCC(C4)C3C2=O)cc1 (stereo not drawn),5%,8%,5%
OC(C#CCN1CCCC1)(c1ccccc1)c1cccnc1 (stereo not drawn),-7%,12%,-5%
CC1(C)C2CCC1(CS(=O)(=O)N1CCCc3ccccc31)C(=O)C2 (stereo not drawn),-3%,1%,3%
# More entries.
SMILES,N370S GC mod,FEN1 inhibitor,KAT2A inh
COc1cc2ncc(C(=O)c3ccccc3)c(N3CCN(Cc4ccccc4)CC3)c2cc1OC,?,-7%,-18%
CC(N)(C(=O)O)c1ccc(-c2nn[nH]n2)cc1 (stereo not drawn),16%,·,3%
COC(=O)c1nn(-c2ccccc2)c(Sc2ccc(C)cc2)c1/C=N/O,6%,0%,-6%
CCOc1ncccc1C(=O)OCC(=O)N(CC(C)C)c1c(N)n(Cc2ccccc2)c(=O)[nH]c1=O,-12%,4%,-18%
O=C(CN(C(=O)c1csnn1)c1cccc(Cl)c1)NC1CCCCC1,-2%,6%,-1%
Cc1ccc(-c2nc(NC(=O)c3cc(C(C)(C)C)nn3C)sc2C)cc1Cl,2%,0%,-18%
COc1ccc(/C=C(/NC(=O)c2ccc(OC)cc2)C(=O)NCCc2c[nH]c3ccccc23)cc1,-19%,-13%,-6%
CCN1CCN(c2ccc(NC(=O)c3ccc(Cl)c(N4CCCC4=O)c3)cc2)CC1,4%,-7%,-4%
COc1ccc2cc(CNc3ccc(C)cc3)c(=O)n(CC(=O)Nc3ccc(C)cc3Cl)c2c1,·,-15%,-4%
CN(C)c1ncc(C(=O)O)cn1,6%,4%,1%
O=C(N/N=C/c1cccc2ccccc12)c1cccnc1,-17%,4%,7%
CCC(C)C(=O)Nc1cccc(SC)c1 (stereo not drawn),13%,·,3%
CC(=O)N[C@@H](C)C(=O)N1CCN(S(=O)(=O)c2ccc(Cl)cc2)CC1,-14%,0%,-3%
CC(C)(C)C1CCC(N2CCN(c3ccccc3)CC2)CC1 (stereo not drawn),-6%,-6%,-1%
CCc1sc(NC(=O)CN2CCOCC2)nc1-c1ccccc1,2%,13%,2%

# Some entries already given, limited to FEN1 inhibitor and N370S GC mod.
canonical_smiles | FEN1 inhibitor | N370S GC mod
CC(C)(C)C1CCC(N2CCN(c3ccccc3)CC2)CC1 (stereo not drawn) | -6% | -6%
O=C(CN(C(=O)c1csnn1)c1cccc(Cl)c1)NC1CCCCC1 | 6% | -2%

# Further structures
SMILES,N370S GC mod,FEN1 inhibitor,KAT2A inh
CC1=CC(=C(C#N)C#N)C=C(C)N1Cc1ccccc1,2%,11%,-10%
CCn1c(=O)c(C(=O)Nc2ccccc2)c(O)c2ccccc21,-2%,14%,0%
COc1cccc(-c2n[nH]c(=S)n2Cc2ccco2)c1,4%,-13%,6%
CC(C)(C)c1cc(NC(=O)Nc2ccc(Br)cc2Cl)no1,5%,-1%,-13%
Cc1ccccc1NC(=O)Cc1nc(COC(=O)COc2ccccc2C(C)C)cs1,·,-26%,-11%
Cc1ccc(C(=O)Nc2ncccc2S(=O)(=O)c2ccccc2)cc1,-16%,1%,-4%
Cc1nn(-c2ccccc2)c(Cl)c1C(=O)N(C)c1nc(-c2ccc(F)cc2)cs1,23%,·,-2%
O=C(NCCNC(=O)c1ccc([N+](=O)[O-])cc1)c1ccncc1,14%,-4%,0%
COc1ccc(OC)c(N/C=C/C(=O)c2ccc(OC)c(OC)c2)c1,-12%,3%,-5%
CCn1c(SCC(=O)Nc2ccc(N3CCOCC3)c(Cl)c2)nnc1-c1ccc(N)cc1,-2%,-3%,-7%
CCCC(=O)c1ccc(N2CCOCC2)c(F)c1,?,4%,-6%
CC1CCN(C(=O)CSc2nc(-c3ccccc3)no2)CC1,·,-2%,38%[activator]
Cc1ccc(CC2CC(=O)N(CC(=O)O)C2=O)cc1 (stereo not drawn),2%,10%,-2%
O=C(O)CC/C(=N\NC(=O)c1ccc(F)cc1)c1ccc(Br)cc1,1%,-2%,-1%
COc1ccc(S(=O)(=O)N2CCOC23CCN(S(=O)(=O)c2ccccc2)CC3)cc1,-8%,1%,0%
